# Compound activity: PubChem BioAssay, Icahn School of Medicine at Mount Sinai
# ROC1-CUL1 inh = human ROC1-CUL1 E3 ligase inhibition. P62877+Q13616. in vitro K48 di-Ub FRET, acceptor:donor ratio, 45 min. inhibition, % at 10 µM. 140,000 tested, 0.6% active. AID 1347404; in the data active means inhibition above about 25%
# Target sequence (P62877 whole entry, looked up): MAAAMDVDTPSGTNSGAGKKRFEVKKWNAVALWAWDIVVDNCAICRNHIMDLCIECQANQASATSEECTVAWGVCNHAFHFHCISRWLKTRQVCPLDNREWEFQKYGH
# Target sequence (Q13616 whole entry, looked up): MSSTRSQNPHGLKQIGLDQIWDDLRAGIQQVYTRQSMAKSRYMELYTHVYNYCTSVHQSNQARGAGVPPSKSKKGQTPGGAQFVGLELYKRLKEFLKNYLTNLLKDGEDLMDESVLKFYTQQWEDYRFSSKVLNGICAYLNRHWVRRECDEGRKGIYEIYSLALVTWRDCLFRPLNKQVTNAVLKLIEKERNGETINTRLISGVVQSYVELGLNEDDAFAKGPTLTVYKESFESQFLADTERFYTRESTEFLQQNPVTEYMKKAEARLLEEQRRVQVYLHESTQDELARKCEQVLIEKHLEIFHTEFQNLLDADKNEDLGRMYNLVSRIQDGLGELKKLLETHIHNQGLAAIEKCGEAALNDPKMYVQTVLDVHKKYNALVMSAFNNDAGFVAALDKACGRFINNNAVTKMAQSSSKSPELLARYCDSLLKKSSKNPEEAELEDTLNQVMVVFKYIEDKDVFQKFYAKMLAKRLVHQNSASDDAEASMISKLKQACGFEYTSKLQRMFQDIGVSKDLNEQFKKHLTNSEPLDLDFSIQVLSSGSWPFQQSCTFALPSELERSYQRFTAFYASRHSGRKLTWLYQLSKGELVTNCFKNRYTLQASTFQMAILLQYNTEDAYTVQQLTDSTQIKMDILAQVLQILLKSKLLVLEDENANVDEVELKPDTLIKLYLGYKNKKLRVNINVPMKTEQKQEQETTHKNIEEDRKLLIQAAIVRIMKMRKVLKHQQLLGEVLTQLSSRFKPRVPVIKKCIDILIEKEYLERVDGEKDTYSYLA
# * marks the source's active call; other numbers are inactive results.
ROC1-CUL1 inh,Compound
-3,COc1ccc(OC)c(NC(=O)C(C)C)c1
-8,CCc1ccccc1NC(=O)c1ccccc1NC(=O)c1ccco1
0,CCCN(CCC)Nc1ccc(CN2OCC(C)(C)C2=O)c(Cl)c1
-5,CCCCc1ccc(-n2nc3cc(Cl)c(NC(C)=O)cc3n2)cc1
5,Cc1cn2c(nc3c2c(=O)n(CC(C)C)c(=O)n3C)o1
2,CCn1c(=O)c2c(nc3n(Cc4ccco4)c(C)c(C)n23)n(C)c1=O
-2,O=C(CSc1nccn1Cc1ccc(F)cc1)NC1CCCC1
1,O=C(CC1N=C2c3ccccc3N=C(SCC(=O)Nc3cccc(Cl)c3)N2C1=O)NCc1cccs1 (stereo unspecified)
2,CCOC(=O)c1ncn(Cc2ccccc2)c1Cl
2,CC1(C)CC(=O)C2C(=Nc3nc(SCc4ccccc4Cl)[nH]c(=O)c3C2c2ccccc2)C1 (stereo unspecified)
-11,CC(C)(C)OC(=O)N1CCC(c2c(C(=O)NCc3ccco3)cnn2-c2ccccc2)CC1
6,Cc1oc(-c2ccoc2)nc1CN(C)C(C)c1nccs1 (stereo unspecified)
3,C(=N\N1CCOCC1)/c1cccs1
-3,CC1C(=NS(=O)(=O)N2CCCCC2)C(=O)N(c2ccccc2)N1C (stereo unspecified)
3,COc1ccc(-c2nnc(SCC(=O)Nc3ccc(F)cc3)s2)cc1
2,Cc1ccccc1OCCCn1c(C(C)O)nc2ccccc21 (stereo unspecified)
1,Cn1c(=O)c2ncc(C(=O)c3ccccc3)nc2n(C)c1=O
3,C=CCOC(=O)C1C(C)=NC(=S)NC1c1ccccc1Br (stereo unspecified)
-2,CO/C(=C(/c1ccccc1)N(C)C(=S)c1ccccc1)c1ccccc1
4,Cc1ccc(CSc2ncc(Cl)c(C(=O)Nc3sc4c(c3C(N)=O)CCCC4)n2)cc1

# By substructure: those above with a thiophene ring, fused or not.
ROC1-CUL1 inh,Compound
1,O=C(CC1N=C2c3ccccc3N=C(SCC(=O)Nc3cccc(Cl)c3)N2C1=O)NCc1cccs1 (stereo unspecified)
3,C(=N\N1CCOCC1)/c1cccs1
4,Cc1ccc(CSc2ncc(Cl)c(C(=O)Nc3sc4c(c3C(N)=O)CCCC4)n2)cc1

# Additional entries
ROC1-CUL1 inh,Compound
-3,COc1ccccc1CNC(=O)c1cnc(SC)nc1C
8,O=S(=O)(Nc1cccc2cccnc12)N1CCCCCC1
-3,CCc1ccc(-c2nc(CSCC(=O)NCc3ccccc3OC)c(C)o2)cc1
1,CCOC(=O)c1c(NC(=S)NC(=O)c2ccc(Cn3cc(Cl)cn3)o2)sc2c1CCC(C)C2 (stereo unspecified)
1,Cn1c(SCC(=O)c2ccc(Cl)cc2)nnc1-c1sc2ccccc2c1Cl
-3,Cc1cc2oc(C(=O)Nc3sc4c(c3C(=O)NCc3ccco3)CCC4)cc(=O)c2cc1C
13,Cc1cc(NC(=O)C2CCCCC2C(=O)O)nn1Cc1ccc(Cl)cc1 (stereo unspecified)
1,Cc1[nH]nc2c1C(c1cn(Cc3ccc(Br)cc3)nc1-c1ccccc1)C(C#N)C(=N)O2 (stereo unspecified)
12,COc1cc2c(C(=O)N3CCN(c4cccc(C)c4)C(C)C3)cn(CC(C)C)c(=O)c2cc1OC (stereo unspecified)
4,O=[N+]([O-])c1cccnc1Sc1cc(Cl)c(Cl)cc1Cl
4,CCC(=O)C1C(=O)CCCC1=Nc1ccccc1 (stereo unspecified)
4,CCc1noc(C)c1C(=O)Nc1cc(F)ccc1F
-6,CCCC(=O)Nc1ccc(C(F)(F)F)cc1Cl
3,c1ccc(COn2nnc3ccccc32)cc1
-6,COCCn1c(SCC(=O)c2ccccc2)nc2cc(C(=O)NC3CCCC3)ccc2c1=O
8,CCOc1ccccc1CNC(=O)c1ccc(COc2ccc(F)cc2)o1
5,Cc1cccc(-n2cc(C#N)c(=O)[nH]c2=O)n1
-6,Cc1ccccc1CN1C(=O)C(O)(CC(=O)c2ccccc2)c2ccccc21 (stereo unspecified)
1,Clc1ccc(CN2CCC(C3CCN(Cc4ncc[nH]4)CC3)C2)cc1 (stereo unspecified)
10,CC1CCN(CC(=O)Nc2ccc(Br)c(Cl)c2)CC1
6,COc1cccc(CN(C)Cc2nc(-c3ccccc3C)oc2C)c1
11,Cc1ccc(S(=O)(=O)NCC(Nc2cccc(Cl)c2)c2ccccc2)cc1 (stereo unspecified)
8,Cc1cccc(C)c1OCC(=O)N1CCC(c2nc3ccccc3o2)CC1
2,CCCCOc1ccc(C(=O)Nc2nnc(N=Cc3ccc(Br)s3)s2)cc1
-4,CCCN1CCC(NC(=O)CC23CC4CC(CC(C4)C2)C3)CC1
-5,Cc1ccc(OCC(=O)OCc2cc(=O)n3nc(C4CCCCC4)sc3n2)cc1
0,CCCCOc1ccc(C(=O)NCC2(N3CCN(C)CC3)CCCCC2)cc1
5,Fc1ccc(-c2nnc3sc(-c4ccco4)nn23)cc1
1,Cc1ccc(NC(=O)COc2ccc(-c3nn(C)c(=O)c4ccccc34)cc2)cc1
1,CN(CCc1ccccn1)[C@@H]1CCN(C/C=C/c2ccccc2)C[C@H]1O
-5,Cn1c2ccccc2n2nc(-c3ccccc3)nc12
13,Cc1ccc(-c2cc(C(=O)O)c3ccccc3n2)cc1C
-13,Cc1n[nH]c(C)c1C12CC3CC(CC(C3)C1)C2
-4,CC1CCCCN1S(=O)(=O)c1cccc2c(S(=O)(=O)N3CCCCC3C)cccc12 (stereo unspecified)
0,CCN(CC)c1ccc(CC(=NC(=O)c2ccccc2)C(=O)N/N=C(C)/C=C\c2ccco2)cc1
-3,COc1ccc(-c2noc(CSC3=NC(=N)CC(=O)N3)n2)cc1
-4,Cc1ccnc(NC(=O)C2CCC2)n1
5,COc1ccc(CNC(=O)CCC2CCCN(C(=O)Cc3ccn(C)c3)C2)c(OC)c1 (stereo unspecified)
2,O=C(CCc1ccccc1)N1CCc2c([nH]c3ccccc23)C1c1ccc(F)cc1 (stereo unspecified)
6,CC(C)Sc1nc2sc(-c3ccccc3)cc2c(=O)n1N
4,COc1ccccc1NC(=O)CC(c1cc(OC)c(OC)c(OC)c1)N1Cc2ccccc2C1=O (stereo unspecified)
9,Fc1ccccc1CSc1nnc2c(n1)OC1(CCCC1)Nc1ccccc1-2
-1,CCOc1ccccc1N1CCN(S(=O)(=O)c2ccc(C3CCCCC3)cc2)CC1
-9,Cc1ccc2[nH]c(=O)c3cc(C(=O)N4CCN(c5ccccc5)CC4)sc3c2c1
4,CC1NC(=O)C2(CCCC2)NC1=O (stereo unspecified)
4,O=c1c2cnc3nc(C(F)(F)F)nn3c2ccn1CC1CCCO1 (stereo unspecified)
15,COc1c(Cl)cc(Cl)cc1-c1nnc2ccc3ccccc3n12
2,COc1ccc(-c2cc(C(F)(F)F)nc(SCC(=O)NCc3ccc(OC)c(OC)c3)n2)cc1
-3,CC(=O)N1c2ccc(S(=O)(=O)N(C)CC(=O)N(Cc3ccccc3)C(C)C)cc2CC1C (stereo unspecified)
-3,Cc1ccccc1Cn1nc(C)c(NC(=O)C(Sc2ccccc2)c2ccccc2)c1C (stereo unspecified)

# Additional structures
ROC1-CUL1 inh,Compound
4,COC(=O)c1ccccc1NC(=O)c1cc2c(-c3ccc(OC)c(OC)c3)nn(C)c2s1
4,COc1ccccc1N1CCN(C(=O)c2ccc(CS(=O)c3ccccc3C)o2)CC1 (stereo unspecified)
-5,COc1ccc(OC)c(CNS(=O)(=O)c2c(C(=O)N3CCC(C)CC3)c(C)n(C)c2C)c1
-7,CC(=O)Nc1ccc(NC(=O)c2cc(C)oc2C)cc1
7,COc1ccc(C(O)(c2ccccc2OC)c2ccc(OC)cc2OC)c(OC)c1
2,O=C(CO/N=C/c1ccccc1)Nc1cc([N+](=O)[O-])cc(Cl)c1OC(=O)CO/N=C/c1ccccc1
-1,O=C(CCS(=O)(=O)c1cc2c3c(c1)CCN3C(=O)CC2)Nc1cccc(Br)c1
-3,CCC(=O)Nc1ccc2nc(SCC(=O)N3CCc4ccccc43)sc2c1
0,COc1cc(/C=N/NC(=O)c2ccc(Cl)c(Cl)c2)cc(Br)c1O
-5,COCCCNC(=O)c1ccc(Cn2c(SCc3cccc(C)c3)nc3cccnc32)cc1
10,Cc1ccc(C(C)NC(=O)Nc2nnc(Cc3ccc(Cl)cc3)s2)cn1 (stereo unspecified)
0,CCOc1cc(/C=C2/SC(=O)N(C(C)C)C2=O)ccc1O
2,COc1ccc(-c2cn(C3CCN(Cc4ncc(C)[nH]4)CC3)nn2)cc1
-14,COc1ccc(S(=O)(=O)N2CCN(Cc3nc4ccc(C)cc4o3)CC2)cc1Cl
-2,COc1ccc(-n2nc(C)c3[nH]c(-c4nn(C)cc4Cl)nc32)cc1
6,Cc1ccccc1CNC(=O)CSc1nnc(C)c2c(C)n(-c3ccccc3)nc12
4,COc1ccc(Cn2c(=O)c3ccccc3n3c(-c4ccc(C)cc4)nnc23)cc1
-4,CCn1c(CNC(=O)c2ccccc2)nnc1SCC(=O)c1ccc(Br)cc1
-12,Cc1c(-c2nc(-c3ccc4c(c3)OCO4)no2)nnn1-c1ccc(C(C)C)cc1
-3,COCc1cc(C)nc2sc3c(c12)NC(c1ccc(O)cc1)N(c1ccc(OC)cc1)C3=O (stereo unspecified)
-1,COc1cc(C(=O)Nc2ncc(Cc3ccc(Cl)cc3)s2)cc(OC)c1OC
-8,CCn1cc(C(=O)NCc2cccnc2N2CCCCCCC2)cn1
-10,CN1CCN(S(=O)(=O)c2ccc(F)c(F)c2)CC1
2,COc1ccc(OC)c2c1nc1n2CCS1
12,O=C(CSc1ncnc2nc[nH]c12)c1ccccc1
4,Cc1cccc(CN2C(=O)c3ccccc3S(=O)(=O)c3ccc(C(=O)OCC4CCCO4)cc32)c1 (stereo unspecified)
8,CCOC(=O)c1c(C)[nH]c(C)c1S(=O)(=O)NCC(=O)Nc1cccc(C#N)c1
-4,CCC(CC)C(=O)Nc1cc(-c2cccc(C)c2)nn1-c1ccccc1
11,Cc1ccc(C)c(OCC(=O)NNC(=S)Nc2ccccc2)c1
-3,CC1CCN(S(=O)(=O)c2cn(CC(=O)Nc3ccc(F)c(Cl)c3)c(=O)c3ccccc23)CC1

# Pulled by compound from the list above, 3 records:
ROC1-CUL1 inh,Compound
8,CCOC(=O)c1c(C)[nH]c(C)c1S(=O)(=O)NCC(=O)Nc1cccc(C#N)c1
12,O=C(CSc1ncnc2nc[nH]c12)c1ccccc1
2,COc1ccc(OC)c2c1nc1n2CCS1

# Other records follow:
ROC1-CUL1 inh,Compound
-6,Clc1cc(-c2ccccc2)no1
-3,Nc1c(C(=O)Nc2cccc(C(F)(F)F)c2)sc2nc(-c3ccncc3)ccc12
3,O=C1CC(=O)Nc2cc(S(=O)(=O)N3CCOc4ccccc43)ccc2N1
7,C#CCOc1coc(COC(=O)c2ccccc2)cc1=O
4,Cc1ccc(-c2nnc3sc(-c4cnn(-c5ccccc5)c4C)nn23)cc1
-1,COc1ccc(C2c3c(n(C)c4ccccc34)C(=O)N2CC(=O)Nc2cccc(F)c2)cc1 (stereo unspecified)
2,COc1cc2[nH]c(=O)n(CCCC(=O)NCc3ccccc3)c(=O)c2cc1OC
6,C=CCn1c(=O)c2c(nc3n(-c4ccc(OC)cc4)c(C)c(C)n23)n(C)c1=O
-1,Cc1cccc(N=C2NC(=O)C(Cc3ccccc3[N+](=O)[O-])S2)c1 (stereo unspecified)
-1,CCCCN(Cc1ccccc1)C(=O)COc1ccc(N2CCN(c3ccccn3)CC2)nn1

# 5 compounds out of the list above, ordered by their value in ROC1-CUL1 inh, rising:
ROC1-CUL1 inh,Compound
-6,Clc1cc(-c2ccccc2)no1
-1,Cc1cccc(N=C2NC(=O)C(Cc3ccccc3[N+](=O)[O-])S2)c1 (stereo unspecified)
3,O=C1CC(=O)Nc2cc(S(=O)(=O)N3CCOc4ccccc43)ccc2N1
4,Cc1ccc(-c2nnc3sc(-c4cnn(-c5ccccc5)c4C)nn23)cc1
6,C=CCn1c(=O)c2c(nc3n(-c4ccc(OC)cc4)c(C)c(C)n23)n(C)c1=O

# Compounds above that contain a COOH group (2):
ROC1-CUL1 inh,Compound
13,Cc1cc(NC(=O)C2CCCCC2C(=O)O)nn1Cc1ccc(Cl)cc1 (stereo unspecified)
13,Cc1ccc(-c2cc(C(=O)O)c3ccccc3n2)cc1C

# Next part.
ROC1-CUL1 inh,Compound
3,OC(COc1ccc(C2CCCCC2)cc1)CN1CCN(c2ccccc2)CC1 (stereo unspecified)
-5,CCCCN(C)CCCNC(=O)Cn1nc(CC)n2c(cc3sc(C)cc32)c1=O
1,COc1cc(OC)cc(C(=O)OCCSc2nc(C)c3cc(C)c(C)cc3n2)c1
3,Cc1cc(C)n(CCc2nnc(NC(=O)NC(C)Cc3ccccn3)s2)n1 (stereo unspecified)
-1,Cc1cccc(N2C(S)=C(C#N)C(=O)NC2c2ccco2)c1 (stereo unspecified)
-11,Cc1ccccc1-c1nnc(CN2CCN(c3cccc(C)c3C)CC2)o1
1,Cc1ccc(-c2noc(CN(C)C(=O)C34CC5CC(CC(C5)C3)C4)n2)cc1
-8,CCn1cc(C(=O)/C=C/c2cn(C)nc2C)c(C)n1
-4,CCN1C(=O)CC(CC(=O)N(CC2CCC2)CC2CCCO2)(c2cccc(C(F)(F)F)c2)C1=O (stereo unspecified)
15,Cc1cc(Br)ccc1NC(=O)c1sc2nc3c(cc2c1N)CCC3
3,CC(C)(C)n1c(-c2ccc(S(=O)(=O)N3CCCC3)cc2)csc1=Nc1ccccc1
5,O=C(O)c1ccc(NCc2cccnc2)cc1Cl
40*,COc1ccc(C(=O)Nc2nc3c(s2)Cc2cc(OC)ccc2-3)cc1
-2,CCOc1ccccc1CNC(=O)c1ccc2c(c1)N(CC)CCS2
-1,COCc1[nH]nc2c1C(c1ccc(F)cc1)C(C#N)C(=N)O2 (stereo unspecified)
7,O=c1[nH]c(N2CCN(c3ccccc3F)CC2)nc2c1CCC2
-8,CCc1ccc(NC(=O)CNC(=O)Cn2c(C)cc3ccccc3c2=O)cc1
2,CCC(C)(C)c1ccc(OCC(=O)Nc2ccncc2)cc1
-4,Cc1ccc(CNc2nc(-c3ccccc3)cc(=O)[nH]2)cc1
-3,CCNC(=O)N1c2ccc(CC)cc2C(C)=CC1(C)C
2,Nc1nccc(N2CCC(C3CCN(Cc4cccnc4)CC3)C2)n1 (stereo unspecified)

# Only part of the results is shown; the hit share may differ from the screen's.
